High-throughput results: PubChem BioAssay, National Center for Advancing Translational Sciences (NCATS)
Tau fluor counter: counter-screen for tau fibril formation inhibitors | hit rate 0.93% among 280,000 | tau K18 P301L Alexa594 fluorescence, heparin fibrillization | Potency, µM (top dose mostly 57.7 µM), for inactives: at the top dose activity change, negative = decrease; also: nearly all actives have a fitted effect of over 55% in size
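Human tau K18 P301L (15 uM unlabeled, 0.24 uM Alexa 594-labeled) in 100 mM sodium acetate pH 7 with 20 uM heparin, 6 hr at 37 C. ThT 30 uM added, 1 hr ambient; Alexa 594 FP and total fluorescence read at 555/632 nm.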
TRb-SRC2 inh: TRbeta-SRC2 interaction inhibition | P10828 | Potency, µM (highest dose often 106 µM), for the others: at the top dose activity change, negative = inhibition, actives largely listed as inhibitors | hit rate 0.065% among 280,000 | TRbeta-SRC2 peptide binding, fluorescence polarization; receptor liganded with 1 µM T3;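 also: plate controls were bound peptide for no effect and peptide without receptor for full effect; nearly all actives have a fitted effect of over 50% in size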
Target sequence (P10828 whole entry, looked up): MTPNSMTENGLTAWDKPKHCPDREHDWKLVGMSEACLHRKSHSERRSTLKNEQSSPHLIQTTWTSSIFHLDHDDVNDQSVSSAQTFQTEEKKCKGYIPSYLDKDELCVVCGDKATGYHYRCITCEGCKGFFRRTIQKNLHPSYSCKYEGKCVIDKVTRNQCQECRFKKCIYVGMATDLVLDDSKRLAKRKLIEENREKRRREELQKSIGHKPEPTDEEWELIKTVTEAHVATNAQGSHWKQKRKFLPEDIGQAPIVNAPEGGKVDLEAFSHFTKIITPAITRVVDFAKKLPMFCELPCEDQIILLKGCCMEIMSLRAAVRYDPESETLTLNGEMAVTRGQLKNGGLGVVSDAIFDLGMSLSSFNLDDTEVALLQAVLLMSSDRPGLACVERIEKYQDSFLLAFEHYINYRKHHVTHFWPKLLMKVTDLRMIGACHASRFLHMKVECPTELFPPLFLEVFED
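Fluorescence polarization of 20 nM Texas Red SRC2 peptide (20-aa NR interaction domain) bound to 0.6 uM human TRb ligand-binding domain, with 1 uM T3, after 5 hr at ambient temperature; inhibition seen as decreased polarization.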
GLA spleen mod: alpha-galactosidase A (human) modulation; P06280; human spleen homogenate, 4MU-alpha-Gal fluorescence, 40 min; Potency, µM (highest dose often 80 µM), for inactives: at the top dose activity change, negative = inhibition, hits mostly inhibitors; hit rate 0.008% among 240,000; AID 2107;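 also: 0% = enzyme with vehicle and -100% = no enzyme basal signal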
Target sequence (P06280 32-429 limits assumed): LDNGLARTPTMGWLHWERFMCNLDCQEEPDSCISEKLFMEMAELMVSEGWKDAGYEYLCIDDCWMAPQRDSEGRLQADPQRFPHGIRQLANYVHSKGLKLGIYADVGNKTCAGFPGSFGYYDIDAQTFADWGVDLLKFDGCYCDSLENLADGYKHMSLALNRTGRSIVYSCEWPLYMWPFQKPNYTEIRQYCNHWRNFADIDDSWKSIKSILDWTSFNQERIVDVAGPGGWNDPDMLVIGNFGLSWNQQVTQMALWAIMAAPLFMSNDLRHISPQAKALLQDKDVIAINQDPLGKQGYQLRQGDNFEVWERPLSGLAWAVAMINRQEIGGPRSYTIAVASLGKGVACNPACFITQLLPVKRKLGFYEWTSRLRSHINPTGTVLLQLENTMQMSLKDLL
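Spleen homogenate 1 ug + cpd (titration) + 4-MU-alpha-D-galactopyranoside 1 mM; 37C 40 min; 50 mM citrate/phosphate pH 5.0, 0.01% Tween-20; stop pH 10; fluorescence 365/440; AC50 via Hill.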
TR SRC2 fluor cs: Texas Red fluorescence interference in TRb-SRC2 counter-screen | TRb/SRC2 Texas Red total fluorescence interference | Potency, µM (highest dose often 106 µM), for inactives: at the highest dose fluorescence change, negative = quenching | hit rate 0.29% among 280,000; active = well fitted curve in either direction with a large enough effect; inconclusive = small, poorly fitted or top-dose-only effect
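Human TRβ ligand-binding domain (0.6 uM) and Texas Red SRC2 peptide (20 nM) in Tris buffer with 1 uM T3 and 5% DMSO were incubated with pinned compound for 5 hr at ambient temperature. Total fluorescence was computed as S + 2P (555/632 nm).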
L3MBTL1 inh: L3MBTL1 (human) inhibition; AlphaScreen L3MBTL1–H3K9me1 peptide binding; Potency, µM (doses to about 57.1 µM), for the others: top-dose activity, negative = inhibition, most hits filed as inhibitors; hit rate 0.66% among 230,000; AID 485360; also: nearly all actives have a fitted effect of over 60% in size
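L3MBTL1 (50 nM) pre-complexed 30 min with biotinylated H3(1-15)K9me1 peptide (75 nM), then compounds added for 30 min at room temperature; AlphaScreen streptavidin donor/nickel chelate acceptor beads (10 ug/mL final) read after 30 min dark incubation.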
ALDH1A1 block: ALDH1A1 (human) enzyme inhibition; hit rate 7.3% among 220,000; Purified ALDH1A1, NADH fluorescence, propionaldehyde substrate; P00352; Potency, µM (titrated, usually from 75.3 µM), without a hit: at the top dose activity, negative = inhibition, usual class: inhibitors; active = well fitted inhibition curve with a large enough effect, not every such curve was filed as active; inconclusive = small, poorly fitted or top-dose-only effect, or another doubt; inactive = no such curve, though single readings can be large or run the other way;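 also: plate controls were no enzyme wells and a reference inhibitor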
Tau fibril FP: blocks human tau fibril formation measured by polarization; Potency, µM (top dose mostly 57.7 µM), for inactives: at the top dose activity, negative = inhibition, most hits filed as inhibitors; K18 P301L tau heparin fibrillization, Alexa594 FP, 6 h; P10636; hit rate 0.39% among 280,000; also: nearly all actives have a fitted effect of over 55% in size
Target sequence (P10636 561-689 P618L limits assumed): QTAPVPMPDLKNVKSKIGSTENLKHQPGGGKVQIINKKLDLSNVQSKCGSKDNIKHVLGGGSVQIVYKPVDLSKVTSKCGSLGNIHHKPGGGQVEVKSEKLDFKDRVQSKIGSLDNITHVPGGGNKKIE
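Human K18 P301L fragment (15 uM unlabeled plus 0.24 uM Alexa 594-labeled) in 100 mM sodium acetate pH 7 with compound, aggregation induced by 20 uM heparin for 6 hr at 37 C. ThT (30 uM) added for 1 hr, then Alexa 594 FP read.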
Tau ThT inhib: blocks human tau fibril formation measured by thioflavin T; P10636; Potency, µM (highest dose often 57.4 µM), for inactives: at the highest dose activity, negative = inhibition, actives largely listed as inhibitors; recombinant tau K18 P301L (four-repeat tau fragment), heparin-induced fibrillization, ThT fluorescence; hit rate 2.1% among 270,000; also: nearly all actives have a fitted effect of over 55% in size
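In this qHTS, human K18 P301L tau is incubated with compound and heparin for 6 hr at 37 C, and Thioflavin T fluorescence then reports fibril load.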
The depositor's hits bear a star; u = inconclusive; x = not tested or not shown; & = joins results of further samples; [ ] = remark or other dose. Unless noted, calls follow the shape of the dose curve; as a rule, active = well fitted curve in the direction sought with a large enough effect; inconclusive = small, poorly fitted or top-dose-only effect, or another doubt; inactive = no such curve, though single readings can be large; an effect the other way counts as inactive or inconclusive. Unless noted, % is scaled to controls: 0 for no effect and ±100 for the full control effect; potency is read from the fitted curve at half-maximal effect.

Start of the listing, in advance, four compounds:
Values run as follows: Tau fibril FP | GLA spleen mod | Tau ThT inhib | Tau fluor counter | TRb-SRC2 inh | TR SRC2 fluor cs | ALDH1A1 block | L3MBTL1 inh
(1) O=c1c(-c2ccccc2)n[nH]c2ccccc12
 : 0% | 2% | -6% | -2% | 13% | 1% | u | 3%
(2) CC(Nc1ccc(F)cc1F)C(=O)NC(=O)NC1CCCCC1 (stereo unspecified)
 : 0% | 3% | 4% | -3% | 0% | 0% | 6% | 1%
(3) Cc1nnsc1C(=O)Nc1cccc(Cl)c1
 : -3% | -5% | -5% | -12% | 11% | -1% | 5% | x
(4) CCOC(=O)N/N=C/c1cccc(Cl)c1Cl
 : 1% | -2% | -4% | 6% | 1% | -1% | 17% | 4%

Main list, repeating the preview:
Values run as follows: Tau fibril FP | GLA spleen mod | Tau ThT inhib | Tau fluor counter | TRb-SRC2 inh | TR SRC2 fluor cs | ALDH1A1 block | L3MBTL1 inh
(1) O=c1c(-c2ccccc2)n[nH]c2ccccc12
 : 0% | 2% | -6% | -2% | 13% | 1% | u | 3%
(2) CC(Nc1ccc(F)cc1F)C(=O)NC(=O)NC1CCCCC1 (stereo unspecified)
 : 0% | 3% | 4% | -3% | 0% | 0% | 6% | 1%
(3) Cc1nnsc1C(=O)Nc1cccc(Cl)c1
 : -3% | -5% | -5% | -12% | 11% | -1% | 5% | x
(4) CCOC(=O)N/N=C/c1cccc(Cl)c1Cl
 : 1% | -2% | -4% | 6% | 1% | -1% | 17% | 4%
(5) CCN(CC)S(=O)(=O)c1ccc2c(c1)c(=O)c(C(=O)NCCc1ccc(OC)c(OC)c1)cn2C
 : -1% | x | u | u | -12% | -1% | x | x
(6) Brc1ccc(-c2nnc(-c3ccccc3)o2)o1
 : -1% | 11% | -14% | -6% | 4% | -1% | u | -7%
(7) COc1ccccc1C(c1nnnn1CCc1ccccc1)N1CCCCCC1 (stereo unspecified)
 : 3% | 18% | -13% | -1% | -3% | -2% | -4% | x
(8) Cc1ccc(O)c(N=Cc2sc3ccccc3c2Cl)c1
 : -4% | -15% | u | -10% | -6% | -5% | u | 0%
(9) CCOc1ccc(NC(=O)CCC(=O)N/N=C/c2ccc([N+](=O)[O-])s2)cc1
 : 18% | -4% | u | -16% | -1% | -3% | 3% | -3%
(10) O=C(CN1CCc2ccccc2C1)Nc1ccc(Br)cc1
 : -2% | 3% | -15% | -19% | -1% | -4% | 13% | x
(11) O=C(NCCSc1ccccn1)c1ccc(Cl)cc1
 : -4% | 2% | -8% | -9% | 1% | 0% | 5% | x
(12) COCCCn1c(SCC(N)=O)nnc1-c1ccccc1
 : -1% | 4% | 13% | 10% | -5% | 0% | 9% | 8%
(13) CC(C)SC1=NC(C)(C)C=C(/C=C/c2ccc(Cl)cc2Cl)N1
 : -8% | -4% | u | -21% | -3% | 0% | 10% | x
(14) N#Cc1ccc(C23CC4(C2)[C@H](CN(Cc2ccc(-c5ccccc5)cc2)[C@@H]4c2ccccc2)C3c2ccccc2)cc1 (stereo partly specified)
 : 0%&-6% | 0%&2% | -5%&7% | -9%&15% | 0%&2% | -2%&0% | -13% | x
(15) Fc1ccc(Nc2nc3ccccc3c3nncn23)c(Cl)c1
 : -14% | x | -15% | -14% | 5% | 0% | x | x
(16) O=C(NCc1cccnc1)c1c(F)c(F)c(F)c(F)c1F
 : -5% | 8% | -1% | 0% | 2% | -3% | 0% | 0%
(17) CCc1ccc(N(CC(=O)Nc2nc3ccc(C)cc3s2)S(=O)(=O)c2c(C)noc2C)cc1
 : u | -3% | -8% | u | 7% | 1% | 0% | x
(18) O=C(NC(=O)N1CCCc2ccccc21)c1ccccc1
 : 0% | -1% | -2% | 1% | -1% | 3% | 13% | -5%
(19) Cc1cc(C)nc(NC(=NCCc2c[nH]c3ccccc23)NC(=O)Nc2ccc(Cl)cc2)n1
 : 4% | -2% | -2% | u | 4% | 8% | 4% | 6%
(20) CCc1ccccc1NC(=O)N(C)CCc1c(C)nn(C)c1C
 : 3% | x | -6% | -16% | -4% | -1% | x | x
(21) C/C(=N\NC(=S)NCCc1ccccc1)c1cccc(Br)c1
 : 7% | -8% | -9% | -21% | -3% | -1% | -11% | -2%[11.4 µM]
(22) COc1ccccc1NS(=O)(=O)c1cccc(C(=O)N/N=C/c2cn(-c3ccccc3)nc2-c2ccccc2)c1
 : u | -4% | 8% | -14% | 1% | -1% | u | -2%
(23) CCCSCCCNC(=O)c1ccc2nc(Cc3ccccc3)oc2c1
 : 3% | x | u | -18% | 7% | 2% | x | x
(24) O=C(C1CCN(S(=O)(=O)c2ccc(Br)s2)CC1)N1CCN(c2cccc(Cl)c2)CC1
 : 5% | x | -12% | -19% | -6% | 0% | x | x
(25) COC(C[C@H]1O[C@@H]1[C@H](O)COCc1ccccc1)OC
 : 3% | 2% | 1% | 3% | -1% | 0% | x | -2%
(26) CCC1=NN(C(=O)C(=O)Nc2ccccc2OC)C(O)(C(F)(F)F)C1 (stereo unspecified)
 : 8% | -10% | u | -8% | -7% | -3% | 11% | 0%
(27) CS(=O)(=O)NN1C(=O)c2ccccc2NC1c1cc2ccccc2nc1Cl (stereo unspecified)
 : -2% | 5% | 2% | -1% | 0% | -2% | 6% | 11%
(28) Cc1nn(CCC(=O)NNC(=S)Nc2ccc(F)cc2)c(C)c1[N+](=O)[O-]
 : -10% | -3% | -8% | -11% | -15% | 1% | u | -7%
(29) CCOCCCNCc1cccc(OC)c1
 : -11% | 8% | -5% | -7% | 0% | -5% | u | 7%
(30) CCC1(C)OCC(Cn2c3ccccc3c3ccccc32)O1 (stereo unspecified)
 : -9% | 1% | -13% | -16% | -8% | -4% | -1% | 21%
(31) CC(=O)Nc1ccc(Cc2ccncc2)cc1
 : 5% | 1% | -4% | -3% | -3% | -3% | 0% | -1%
(32) Cc1[nH]nc(N=CC2=C(O)CC(C)(C)CC2=O)c1-c1ccccc1
 : 5% | -1% | -15% | -12% | -17% | -1% | 28µM* | 7%
(33) COc1ccc(C2=NN(C(C#N)c3ccc(OC)c(OC)c3)C(c3ccccc3)C2)cc1 (stereo unspecified)
 : u | 0% | u | u | -3% | 0% | 18µM* | x
(34) CCCCOc1ccc(CNC(=O)NS(=O)(=O)c2ccc(OCC)cc2)cc1
 : 0% | -17% | -9% | -10% | -6% | -3% | 7% | x
(35) CCCCCn1c(SCC(=O)CC(=O)OCC)nc2cc(C(=O)N3CCC(C(N)=O)CC3)ccc2c1=O
 : 6% | -9% | -7% | -9% | -8% | 1% | 4% | x
(36) CC(C)CCN1CCNC(=O)C1CC(=O)Nc1ccc(F)cc1 (stereo unspecified)
 : -1% | -3% | 3% | 1% | 6% | 3% | 18µM* | 2%
(37) COc1ccccc1NC(=O)COc1ccc(Br)cc1CNC1CCCC1
 : -3% | 0% | -6% | -8% | -6% | 0% | -1% | -4%
(38) CCCNC(=O)c1cc(-c2ccco2)on1
 : -1% | -6% | -15% | -1% | -4% | 0% | u | -5%
(39) C=CCN1C=C2C(=O)C(C)(OC(=O)c3cnc4ccccc4n3)C(=O)C=C2C=C1/C=C/COC (stereo unspecified)
 : 9%[11.6 µM] | 3%[17.5 µM] | u | -13%[11.6 µM] | 1%[11.2 µM] | -3%[11.2 µM] | 8%[13.5 µM] | x
(40) Cn1c(=O)c2c(nc(SCC(=O)NCc3ccc4c(c3)OCO4)n2Cc2ccccc2)n(C)c1=O
 : -1% | 13% | -2% | 3% | -15% | 1% | -8% | 2%
(41) CC1=C(C(=O)OCC2CCCO2)C(c2ccccc2)NC(=O)N1 (stereo unspecified)
 : 4% | 3% | 3% | 5% | -8% | -1% | 4% | 7%
(42) CCOc1ccc2nc(SCC(=O)Nc3cccc(S(=O)(=O)NC4=NCCCCC4)c3)[nH]c2c1
 : 2% | 8% | u | u | 3% | -4% | u | 2%
(43) CCc1cccc(CC)c1NC(=O)c1c(C)oc2ccc(O)c(CN3CCN(C)CC3)c12
 : -9% | x | -3% | -8% | -3% | -9% | x | x
(44) CC(=O)OCCOCn1cnn2c(=O)c(Br)c(C)nc12
 : -6% | 8% | x | 13% | -1% | -2% | x | x
(45) CSc1ccccc1C(=O)N1CCc2ccccc2C1
 : -5% | 0% | -7% | -5% | 9% | -2% | 1% | 0%
(46) CCn1cc(C(=O)NC(C)c2ccccc2)c(=O)c2cc(S(=O)(=O)N3CCc4ccccc4C3)ccc21 (stereo unspecified)
 : -5% | x | 6% | -15% | -4% | -1% | x | x
(47) CCOC(=O)CNS(=O)(=O)c1c(C)noc1C
 : -4% | -3% | 8% | 11% | -17% | -1% | -5% | 5%
(48) O=C(COc1ccc(Cl)cc1)NCCc1csc(-c2cccc(F)c2)n1
 : 4% | x | -10% | -2% | -17% | u | x | x
(49) CCOC(=O)c1c(NC(=O)c2ccc(OC)c(OC)c2)sc2c1CCCCC2
 : -7% | x | u | -17% | 7% | -10% | x | x
(50) CC(C)n1cc(-c2nc(C(=O)NN)cs2)c(=O)n(Cc2ccccc2)c1=O
 : -13% | -4% | u | u | -6% | -1% | -10% | -5%
(51) O=C(c1ccccc1C(=O)N1CCN(c2ccc(F)cc2)CC1)N1CCN(c2ccc(F)cc2)CC1
 : 6% | -6% | -12% | -6% | 7% | -4% | -5% | -6%
(52) CCN(CC)CCCNc1nc2ccccc2[nH]1
 : -4% | 5% | -4% | 5% | -1% | -2% | 6% | -10%
(53) CCOC(=O)c1[nH]c2ccccc2c1NC(=O)C1CCCC1
 : -3% | 6% | -5% | -18% | -1% | -3% | x | x

Quoted at random: four records from the list.
Values run as follows: Tau fibril FP | GLA spleen mod | Tau ThT inhib | Tau fluor counter | TRb-SRC2 inh | TR SRC2 fluor cs | ALDH1A1 block | L3MBTL1 inh
(35) CCCCCn1c(SCC(=O)CC(=O)OCC)nc2cc(C(=O)N3CCC(C(N)=O)CC3)ccc2c1=O
 : 6% | -9% | -7% | -9% | -8% | 1% | 4% | x
(41) CC1=C(C(=O)OCC2CCCO2)C(c2ccccc2)NC(=O)N1 (stereo unspecified)
 : 4% | 3% | 3% | 5% | -8% | -1% | 4% | 7%
(38) CCCNC(=O)c1cc(-c2ccco2)on1
 : -1% | -6% | -15% | -1% | -4% | 0% | u | -5%
(40) Cn1c(=O)c2c(nc(SCC(=O)NCc3ccc4c(c3)OCO4)n2Cc2ccccc2)n(C)c1=O
 : -1% | 13% | -2% | 3% | -15% | 1% | -8% | 2%
